From PubChem BioAssay
NTR1 agonist – agonists of NTR1, primary screen, imaging, U2OS cells, beta-arrestin-GFP, high content (AID 493036) | NTR1-U2OS beta-arrestin-GFP spot imaging, agonist mode | activation, % at 20 µM | 0.17% of 330,000 active;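 active = activation at or above 40% of the spot to cytoplasm intensity ratio, with at least 20 cells analyzed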;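 note: 0% = DMSO without peptide and 100% = 100 nM NTR1 peptide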
Target sequence (P30989 whole entry, looked up): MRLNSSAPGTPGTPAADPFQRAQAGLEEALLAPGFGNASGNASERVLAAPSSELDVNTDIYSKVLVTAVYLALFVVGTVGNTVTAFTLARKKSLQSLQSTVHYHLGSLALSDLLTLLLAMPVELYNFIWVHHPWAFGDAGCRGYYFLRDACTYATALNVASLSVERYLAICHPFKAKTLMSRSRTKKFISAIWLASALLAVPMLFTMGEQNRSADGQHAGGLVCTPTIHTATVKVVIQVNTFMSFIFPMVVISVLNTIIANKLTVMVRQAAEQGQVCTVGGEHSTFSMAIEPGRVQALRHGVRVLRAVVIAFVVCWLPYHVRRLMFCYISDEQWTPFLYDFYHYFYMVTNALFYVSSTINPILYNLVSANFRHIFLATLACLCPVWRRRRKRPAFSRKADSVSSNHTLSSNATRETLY
K1F lysis inhibition – inhibition of K1F phage lysis, E. coli UTI89, bacterial capsule biogenesis inhibitors, alamar blue (AID 488966) | inhibition, % at 100 µM, or IC50 in µM where a hit was titrated | E. coli UTI89 K1F phage lysis, alamar blue, 2 h; higher % means a stronger effect | 0.02% of 340,000 active;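 active = phage lysis inhibition, versus mean bacterial control, above a set limit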;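 note: capsule biogenesis inhibitors block K1F phage lysis so surviving cells raise fluorescence; higher fluorescence means more inhibition of phage lysis; actives were called in the ten point dose series up to 300 µM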
Rac1 GTP hydrolysis – MgcRacGAP GTPase-activating activity inhibitors, confirmation, biochemical, ADP Hunter fluorescence. MgcRacGAP-stimulated Rac1 GTP hydrolysis, ADP Hunter fluorescence; higher % means a stronger effect; GST-tagged Rac1 F28L mutant substrate. one-dose inhibition, % at 30 µM; IC50 in µM for titrated hits. 0.6% of 340,000 active;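 active = first-screen hits whose inhibition reached a set limit at any dose in the follow-up dose series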;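 note: fluorescence reports GDP produced by GAP-driven GTP hydrolysis; strong numbers were not always called active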
NTR1 agonist cell count 20 µM – further read-out of NTR1 agonist, marked with its call; cell count; measured here: cell count, cytotoxicity flag
* marks the source's active call; other numbers are inactive results; [ ] = dose if it differs, or a comment. A portion of the library, so the mix of outcomes need not match the whole.

SMILES	NTR1 agonist	NTR1 agonist cell count 20 µM	K1F lysis inhibition	Rac1 GTP hydrolysis
O=C(CSc1nc(=O)n(CCCN2CCOCC2)c2c1CCC2)Nc1ccc(F)cc1	-0.5	55	1.7%[50 µM]	5%
Cc1ccc(NS(=O)(=O)c2cccc(C(=O)N3CCN(c4ncccn4)CC3)c2)cc1	-1.7	53	4.8%	10%
Cc1noc(C)c1NC(=O)Nc1ccc2c(c1)C(=O)N([C@H](C)CO)C[C@H](C)[C@@H](CN(C)S(=O)(=O)c1c(C)noc1C)O2	-2.5	49	3.6%	4%
CN(C(=O)COC(=O)c1ccccc1NCCO)C1CCS(=O)(=O)C1 (stereo not given)	-1.8	56	1.4%[50 µM]	8%
Cc1ccc(S(=O)(=O)N(C)c2ccc(OC(=O)c3cccs3)cc2)cc1	-0.4	57	1.3%	2%
CCOc1ccc(NC(=O)COC(=O)c2n[nH]c3ccccc23)cc1	-0.7	62	3.9%	5%
CCC(C)Sc1cccc(-c2nc3ccc(C)cn3c2NC2CCCCC2)c1 (stereo not given)	4.1	69	0.8%	-7%
CCC(c1nnc(SC(C)C(=O)NC2CC2)n1-c1ccc(OC)cc1)N(C)C (stereo not given)	-1.7	59	0.8%[50 µM]	5%
Cc1cccc(C(=O)NCC(=O)N2CCN(S(=O)(=O)/C=C/c3ccccc3)CC2)c1	-0.3	69	0.2%[50 µM]	7%
CCCNC(=O)c1onc(CSc2ccc(F)cc2)c1C(=O)NCCOC	10	62	-0.1%	5%
O=C(NCC(c1ccco1)N1CCCC1)c1ccc(-n2cccn2)cc1 (stereo not given)	-0.1	41	1.0%	1%
CN(CCCC(=O)N1CCN(c2ncccn2)CC1)S(=O)(=O)c1ccc(F)cc1	-0.6	52	0.6%[50 µM]	2%
COc1ccccc1CCNC(=O)C(=O)Nc1cc2c3c(c1)CC(=O)N3CCC2	-1.1	62	0.3%[50 µM]	6%
CCCCn1c(SCC(=O)Nc2sc3c(c2C(N)=O)CCC3)nnc1-c1ccccc1	4.5	65	-2.1%	-1%
Cc1cccc(NC(=O)Cc2nc(-c3c[nH]c(C(=O)N4CCCC4)c3)cs2)c1	7.9	57	0.7%[50 µM]	6%
CCCn1c(N)c(C(=O)CSc2n[nH]c(-c3ccccc3F)n2)c(=O)n(C)c1=O	1.0	42	0.0%[50 µM]	-2%
CNC(=O)c1cc(Oc2ccc(NC(=O)Nc3ccc(Cl)c(C(F)(F)F)c3)cc2)ccn1	43*	59*	0.2%	5%
CCc1ccc(NC(=O)C(C)Sc2ccc(S(=O)(=O)N3CCN(C)CC3)cn2)cc1 (stereo not given)	0.0	61	0.6%[50 µM]	6%
CN(C(=O)COc1cccc(C#N)c1)C1CCS(=O)(=O)C1 (stereo not given)	-1.0	44	0.6%[50 µM]	3%
CCc1noc(C)c1C(=O)N(Cc1ccccc1)c1c(N)n(CCOC)c(=O)[nH]c1=O	0.8	47	2.5%[50 µM]	1%
COc1ccc2sc(N(CCCN(C)C)C(=O)c3ccc(S(=O)(=O)N(C)C4CCCCC4)cc3)nc2c1	2.3	53	0.8%[50 µM]	10%
COCC(C)n1c(SCC(=O)Nc2ccc3c(c2)OCCO3)nc2ccccc2c1=O (stereo not given)	-0.2	71	0.5%[50 µM]	4%
CCCCn1c(N)c(N(CC(C)C)C(=O)c2ccc(Br)o2)c(=O)[nH]c1=O	0.3	72	1.0%[50 µM]	1%
COc1cc(C(=O)NCC(=O)NCC2COc3ccccc3O2)cc(OC)c1OC (stereo not given)	1.4	56	0.9%[50 µM]	5%
CCOc1ccc(OCC(=O)OCC(=O)N2CCN(C(=O)c3ccco3)CC2)cc1	0.1	61	0.9%[50 µM]	5%

Later entries:
SMILES	NTR1 agonist	NTR1 agonist cell count 20 µM	K1F lysis inhibition	Rac1 GTP hydrolysis
CCCN(CC(=O)Nc1ccc(F)c(F)c1F)C(=O)c1ccc2c(c1)NC(=O)CS2	-0.3	59	0.2%[50 µM]	3%
COc1ccc(NC(=O)CSc2nnc3ccc(-c4ccncc4)nn23)cc1	-0.1	58	0.5%[50 µM]	12%
Cc1cc(NC(=O)CSc2nc(=O)n(CCCN(C)C)c3c2CCCC3)no1	1.2	58	0.5%[50 µM]	6%
CC(=O)c1ccc(S(=O)(=O)Nc2ccccc2C(=O)NC2CC2)cc1	-2.4	61	-0.1%[50 µM]	1%
CC(=O)c1ccc(OCCCC(=O)Nc2cccc(S(=O)(=O)N3CCOCC3)c2)cc1	2.8	69	-0.3%	-1%
COc1ccc(NC(=O)c2ccc(-c3ccc(C(C)=O)cc3)o2)cn1	-0.6	36	-0.5%	7%
O=C(NC1CCCC1)c1cccc(S(=O)(=O)N2CCOCC2)c1	0.0	64	0.8%[50 µM]	5%
COc1ccc(C(=O)Nc2ccc(NC(C)=O)cc2)cc1S(=O)(=O)N1CCCCC1C (stereo not given)	1.3	97	0.1%[50 µM]	4%
Cc1ccc(F)cc1NC(=O)CSc1n[nH]c(N)n1	2.1	55	0.7%[50 µM]	0%
Cc1ccc(CNC(=O)c2ccc(F)c(S(=O)(=O)N3CCOCC3)c2)cc1	1.4	93	1.3%[50 µM]	2%
O=C(/C=C/c1ccc(Cl)c(Cl)c1)Nc1cccnc1	-1.0	57	-0.1%	6%
CCc1nc(N(CC)CC)c2oc3ccccc3c2n1	8.7	47	0.7%	13%
COc1ccc(C(=O)NNC(=O)C(NC(=O)c2cc(OC)cc(OC)c2)C(C)C)cc1 (stereo not given)	0.7	51	-0.1%	-2%
CCN(CC)c1ccc(S(=O)(=O)N2CCOCC2)cc1NC(=O)CN1C(=O)NC2(CCC(C)CC2)C1=O (stereo not given)	1.3	82	0.8%[50 µM]	-1%
CC1(C)CC2CC(C)(CN2S(=O)(=O)c2cccc(C(=O)O)c2)C1 (stereo not given)	1.9	57	0.1%[50 µM]	4%
CCOc1ccc(NC(=O)CN(C)C(=O)CN2C(=O)NC3(CCCC3)C2=O)cc1OCC	0.0	64	0.6%[50 µM]	2%
CCN(CC)S(=O)(=O)c1ccc(N2CC(C(=O)N3Cc4ccccc4CC3C(N)=O)CC2=O)cc1 (stereo not given)	0.3	71	-0.1%[50 µM]	0%
O=C(COC(=O)c1cc(S(=O)(=O)N2CCOCC2)c(Cl)cc1Cl)NC1CC1	2.4	73	0.8%[50 µM]	6%
CN(C(=O)COC(=O)c1ccc(CN2CCCC2=O)cc1)c1ccccc1	3.8	59	0.1%[50 µM]	-8%
CN(CC(=O)Nc1ccccc1C(F)(F)F)C(=O)CN1C(=O)C2CCCCC2C1=O (stereo not given)	-1.1	35	-1.1%	9%
CC1(C)CC(=O)C=C(c2ccc(F)nc2)C1	1.9	66	0.5%	2%
CN(CC(=O)Nc1ccc(F)c(F)c1F)C(=O)c1ccc2c(c1)OCCO2	1.8	72	1.5%[50 µM]	4%
CC(=O)c1cccc(NC(=O)COC(=O)CCC(=O)c2cccs2)c1	0.6	49	1.6%[50 µM]	6%
COC(=O)c1cc(OC)c(OC)cc1NC(=O)CSCc1c(C)noc1C	1.3	59	1.7%[50 µM]	4%
COc1cccc(-c2ncc3ccccc3c2COC(=O)c2ccc(F)cc2)c1	7.2	52	3.6%	8%

More results follow.
SMILES	NTR1 agonist	NTR1 agonist cell count 20 µM	K1F lysis inhibition	Rac1 GTP hydrolysis
COc1ccc2oc(C(=O)OCC(=O)NCc3ccccc3OC)c(C)c2c1	0.5	50	-0.4%[50 µM]	-4%
O=C(COC(=O)COc1ccccc1)NC12CC3CC(CC(C3)C1)C2	-0.1	49	0.5%[50 µM]	5%
Cc1csc(SCC(=O)NC2CCS(=O)(=O)C2)n1 (stereo not given)	-0.4	60	1.0%	0%
Cc1ccccc1-n1c(SCC(=O)c2c(N)n(C3CC3)c(=O)[nH]c2=O)nnc1N1CCOCC1	-0.3	57	4.2%	4%
COCc1ccc(-c2ccc3c(c2)c(C#Cc2ccsc2)c(-c2cc(OC)cc(OC)c2)n3C)cc1	-1.9	70	0.3%	5%
CCOc1ncccc1C(=O)OCC(=O)Nc1nnc(-c2ccccc2)o1	0.0	72	0.7%[50 µM]	1%
N#CCC(=O)Nc1ccc(C(=O)OCC(=O)NC2CCCCCC2)cc1	-0.5	53	0.0%[50 µM]	1%
CCCN(C(=O)COC(=O)c1[nH]c(C)c(C(=O)OC)c1C)c1c(N)n(Cc2ccccc2)c(=O)[nH]c1=O	0.5	59	-0.4%[50 µM]	4%
CN1CCN(C2Cc3cc(Cl)ccc3Sc3cc(F)ccc32)CC1 (stereo not given)	11	43	-3.2%	1%
COc1ccc(NC(=O)CSc2nnc(-c3ccc(F)cc3)o2)cn1	-0.2	52	1.6%[50 µM]	3%
O=C(COc1ccc(F)cc1)Nc1ccc(S(=O)(=O)Nc2ncccn2)cc1	-0.9	58	-1.0%	2%
O=C(CCCOc1ccccc1)Nc1ccc(Br)cc1	-3.7	8	1.7%	0%
CC(C)C(=O)Nc1ccc(C(=O)CN2C(=O)NC3(CCOc4ccccc43)C2=O)cc1 (stereo not given)	0.8	58	0.1%[50 µM]	3%
CN(C)c1ccc(/C=C2\Oc3ccc(C#Cc4cccc(N)c4)cc3C2=O)cc1	-4.4	48	0.7%	7%
CCCc1cc(=O)[nH]c2nnc(SCC(=O)NC3CCCC3)n12	-1.2	54	1.3%[50 µM]	9%
Cc1ccc(S(=O)(=O)NCCNS(=O)(=O)c2ccccc2Br)cc1	-0.3	74	0.2%	2%
CCCCn1c(N)c(N(CC(C)C)C(=O)c2ccc(S(=O)(=O)N(CC)c3ccccc3)cc2)c(=O)[nH]c1=O	0.4	45	0.3%[50 µM]	5%
Cc1ccc2cc(C#N)c(N3CCCN(S(=O)(=O)c4ccccc4)CC3)nc2c1C	8.3	67	4.2%	4%
COc1ccc(-c2cc(-c3ccccc3)c(C#N)c(SCC(=O)O)n2)cc1	0.5	44	-0.9%	14%
CC1O[C@@H](OC2C(O)C(O)C(CO)O[C@H]2OC2C[C@]3(C)C(CC(O)C4[C@@H]([C@]5(C)CC[C@@H](C(C)(C)O)O5)CC[C@]43C)[C@@]3(C)CCC(O)C(C)(C)C23)C(O)C(O)C1O (stereo not given in full)	-1.4	76	2.1%	5%
O=C(COC(=O)CCC1CCCC1)Nc1ccc(F)cc1	0.5	59	0.2%[50 µM]	1%
NC(=O)C1=C[C@@H](c2ccccc2)C[C@@H](OCCCCO)O1	-1.2	75	0.1%	5%
O=C(NCC(=O)N1CCCC(C(F)(F)F)C1)c1ccccc1Br (stereo not given)	0.1	52	0.1%[50 µM]	2%
O=c1oc(CCCO)cc2ccc(C#Cc3cccnc3)cc12	-0.9	49	0.0%	-7%
CC1=C[C@@H](C)[C@@H](c2ccccc2)OC1=O	-0.5	60	0.4%	9%

(continued)
SMILES	NTR1 agonist	NTR1 agonist cell count 20 µM	K1F lysis inhibition	Rac1 GTP hydrolysis
O=C1CC(N2CCN(S(=O)(=O)c3ccc([N+](=O)[O-])cc3)CC2)C(=O)N1c1ccccc1F (stereo not given)	0.3	59	-0.2%[50 µM]	4%
CCOC(=O)c1c2ccccc2[n+]([O-])n1CCO	-1.0	67	1.1%	4%
Cc1c(C(=O)NCC2CCCO2)oc2ccccc12 (stereo not given)	-1.1	52	0.4%[50 µM]	3%
COc1ccc(C)cc1NC(=O)COC(=O)c1ccccc1SCC(=O)N1CCCC1	0.6	48	3.0%[50 µM]	0%
Cc1ccc(C)c(NC(=O)COC(=O)c2ccc[n+]([O-])c2)c1	0.1	47	-0.6%	0%
COc1cc(OC)cc(C(=O)NCC(=O)N2CCCCCCC2)c1	-1.5	66	1.0%[50 µM]	6%
CCN(C(=O)CSc1nnc(-c2ccco2)n1CC)c1c(N)n(Cc2ccccc2)c(=O)[nH]c1=O	1.6	48	3.5%[50 µM]	-1%
O=C(c1cc2ccccc2o1)N1CCN(S(=O)(=O)c2ccccc2)CC1	1.5	52	-0.5%[50 µM]	-6%
CCOC(=O)c1cn(CC)c2cc(N3CCCCC3)c(F)cc2c1=O	-1.1	95	-1.2%	4%
COc1ccc(OC)c(-c2nn(-c3ccccc3)cc2C(=O)NCC(c2cccs2)N2CCOCC2)c1 (stereo not given)	-0.7	63	0.4%[50 µM]	4%

7 records picked at random from those above, as already listed:
SMILES	NTR1 agonist	NTR1 agonist cell count 20 µM	K1F lysis inhibition	Rac1 GTP hydrolysis
Cc1ccc(C)c(NC(=O)COC(=O)c2ccc[n+]([O-])c2)c1	0.1	47	-0.6%	0%
Cc1c(C(=O)NCC2CCCO2)oc2ccccc12 (stereo not given)	-1.1	52	0.4%[50 µM]	3%
COc1ccc(OC)c(-c2nn(-c3ccccc3)cc2C(=O)NCC(c2cccs2)N2CCOCC2)c1 (stereo not given)	-0.7	63	0.4%[50 µM]	4%
COc1cc(OC)cc(C(=O)NCC(=O)N2CCCCCCC2)c1	-1.5	66	1.0%[50 µM]	6%
O=C(c1cc2ccccc2o1)N1CCN(S(=O)(=O)c2ccccc2)CC1	1.5	52	-0.5%[50 µM]	-6%
CCOC(=O)c1cn(CC)c2cc(N3CCCCC3)c(F)cc2c1=O	-1.1	95	-1.2%	4%
CCOC(=O)c1c2ccccc2[n+]([O-])n1CCO	-1.0	67	1.1%	4%
